TLR9-MyD88 block – blocks human TLR9 binding to MyD88; Q9NR96+Q99836; CHO BLA complementation TLR9-MyD88, CCF4 FRET ratio; inhibition, % at 4.98 µM; actives 0.21% (n = 340,000); AID 504734;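 active = inhibition above the mean over all tested compounds plus 3 SD, cut at about 21% in these data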;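 also: 0% = DMSO only wells and 100% = clavulanate BLA inhibitor control wells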
Target sequence (Q99836 whole entry, looked up): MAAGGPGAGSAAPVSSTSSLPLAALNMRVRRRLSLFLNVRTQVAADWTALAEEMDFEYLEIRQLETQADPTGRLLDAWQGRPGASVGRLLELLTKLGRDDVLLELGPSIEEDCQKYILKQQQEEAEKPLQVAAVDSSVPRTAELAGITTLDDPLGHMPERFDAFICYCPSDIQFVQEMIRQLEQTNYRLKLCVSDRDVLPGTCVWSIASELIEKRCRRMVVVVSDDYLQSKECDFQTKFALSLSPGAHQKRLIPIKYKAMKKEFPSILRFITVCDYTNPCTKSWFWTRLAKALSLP
Target sequence (Q9NR96 whole entry, looked up): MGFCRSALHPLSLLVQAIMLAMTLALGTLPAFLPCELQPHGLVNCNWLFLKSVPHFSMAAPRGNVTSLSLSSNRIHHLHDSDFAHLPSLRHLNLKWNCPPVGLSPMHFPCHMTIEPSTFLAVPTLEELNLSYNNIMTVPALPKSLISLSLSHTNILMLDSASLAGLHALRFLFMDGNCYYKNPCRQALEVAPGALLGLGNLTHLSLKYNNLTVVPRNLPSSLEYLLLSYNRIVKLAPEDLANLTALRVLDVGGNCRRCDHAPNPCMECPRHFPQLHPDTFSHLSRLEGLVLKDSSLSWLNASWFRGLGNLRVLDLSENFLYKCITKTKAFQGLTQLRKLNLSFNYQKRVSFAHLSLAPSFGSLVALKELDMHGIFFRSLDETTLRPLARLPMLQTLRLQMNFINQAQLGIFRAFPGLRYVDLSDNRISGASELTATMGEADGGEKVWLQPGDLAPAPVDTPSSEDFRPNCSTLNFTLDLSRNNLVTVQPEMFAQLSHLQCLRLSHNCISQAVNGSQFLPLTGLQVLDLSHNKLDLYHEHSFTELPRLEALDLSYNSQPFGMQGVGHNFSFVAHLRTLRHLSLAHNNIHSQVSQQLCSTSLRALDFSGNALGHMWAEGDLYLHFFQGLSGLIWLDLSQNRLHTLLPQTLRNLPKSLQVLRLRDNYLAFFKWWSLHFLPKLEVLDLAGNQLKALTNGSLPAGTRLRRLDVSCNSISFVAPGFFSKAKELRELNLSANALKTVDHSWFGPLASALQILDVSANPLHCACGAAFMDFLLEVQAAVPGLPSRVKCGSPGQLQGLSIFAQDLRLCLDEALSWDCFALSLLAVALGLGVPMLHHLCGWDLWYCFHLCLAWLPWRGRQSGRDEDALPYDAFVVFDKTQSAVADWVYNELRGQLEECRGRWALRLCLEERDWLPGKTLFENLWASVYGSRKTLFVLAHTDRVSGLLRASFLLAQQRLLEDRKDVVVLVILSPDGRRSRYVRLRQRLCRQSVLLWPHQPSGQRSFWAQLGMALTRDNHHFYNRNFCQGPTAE
MC4R antag cAMP – blocks human MC4R cAMP signaling | P32245 | MC4R-expressing cells, MTII-stimulated cAMP, LANCE TR-FRET | inhibition, % at 6.5 µM | actives 0.48% (n = 360,000);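 active = inhibition above its plate's cutoff, the mean of tested wells on that plate plus 3 SD, cut at about 29% in these data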;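 also: 0% = Melanotan II alone and 100% = Melanotan II plus saturating MCL0020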
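Test system: U2OS cells stably expressing human melanocortin 4 receptor (MC4R); also added: Melanotan II challenge; compound: 6.5 µM single dose; timing: 30-min compound preincubation, 1-h Melanotan II challenge, 1-h detection, room temperature; signal: Eu-cAMP/anti-cAMP TR-FRET, emission 671 nm; repeats: one well per compound, no replicates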
ABCB6 inh MLPCN – inhibitors of human ABC transporter ABCB6; actives 0.19% (n = 360,000); AID 602162; Q9NP58; fluorescence ratio to DMSO, % at 10 µM; K562-ABCB6 porphyrin accumulation, flow cytometry, 1 h; hits give low values;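 active = fluorescence ratio to DMSO below 75%, the collection mean minus 3 SD; inconclusive = too few cells collected in the well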;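 also: signal is porphyrin accumulated inside mitochondria; 100% equals median channel fluorescence of DMSO control wells; lower ratio means ABCB6 inhibition with less porphyrin fluorescence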
MC4R ag barr – human MC4R agonism via beta-arrestin; AID 540308; P32245; U2OS MC4R beta-arrestin complementation, luminescence; percent of melanotan II response, DMSO zero; activation, % at 8.9 µM; actives 0.98% (n = 360,000);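 active = activation above a per-plate cutoff, the mean activation of sample wells on that plate plus 3 SD, cut at about 8% in these data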
aDG glyco act – alpha-DG glycosylation activation; Pro5-aDG cells, alpha-DG glycosylation AlphaScreen (IIH6); 0% Pro5, 100% B10-LARGE cell signal; activation, % at 10 µM; actives 0.22% (n = 360,000);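 active = activation of at least 8% versus controls, or a plate z-score of at least 8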;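 also: Pro5 are CHO cells carrying HIG-tagged alpha-DG that lacks glycosylation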
Exocytosis inh – lytic granule exocytosis inhibition; TALL-104 LAMP-1 surface exposure, flow cytometry; cells stimulated with thapsigargin and PMA; AID 651702; inhibition, % at 10 µM; actives 0.66% (n = 360,000);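 active = inhibition above about 55%, limit read from the data; inconclusive = no clear call, values can overlap the other calls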
NOD2-RIPK2 inh – NOD2-RIPK2 protein interaction inhibition | O43353 | CHO BLA complementation NOD2-RIPK2, CCF4 ratio | inhibition, % at 4.98 µM | actives 0.38% (n = 360,000) | AID 624267; in the data active = inhibition above about 21%;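 also: 0% = vehicle only and 100% = reference blocker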
Vif imaging – inhibitors of HIV Vif; actives 0.35% (n = 340,000); HEK293T cells, Vif self-association by quenched fluorescence, imaging, 24 h; AID 602346; inhibition, % at 7.49 µM; in the data active = inhibition above about 50%, passing the limit was not always enough; inconclusive = no clear call, values can overlap the other calls; inactive = below about 31%; also: some results filed as inactive read as strong as hits
ABHD5 PLIN5 PPI – blocks binding of human ABHD5 to perilipin-5. AID 602281. Split G. princeps luciferase complementation, luminescence, 4 h. actives 0.78% (n = 360,000). Q00G26+Q8WTS1. inhibition, % at 4 µM;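 active = inhibition above the mean inhibition across every tested compound plus 3 SD, cut at about 22% in these data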;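 also: 0% = DMSO only wells and the 100% control is not disclosed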
N-glyco inh – blocks N-linked glycosylation in D54 reporter cells; D54 ERlucT glycosylation luciferase reporter, 24 h; percent of 100 nM tunicamycin response; reporter increase, % at 12.5 µM; actives 0.23% (n = 360,000); AID 588692;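 active = mean luciferase reporter signal, scaled so untreated is 0 and the glycosylation-blocking control 100, at or above a set limit in every replicate; inconclusive = mean reaches the limit but not every replicate does; inactive = mean below the limit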;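 also: luciferase carries N-glycosylation sites so blocking glycosylation raises the light; 0% = median of neutral control wells and 100% = median of 100 nM tunicamycin wells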
* = called active by the depositor; ? = inconclusive; / = not tested or not shown. An excerpt (hit frequency here may not be typical).

MC4R antag cAMP,NOD2-RIPK2 inh,ABHD5 PLIN5 PPI,ABCB6 inh MLPCN,Vif imaging,TLR9-MyD88 block,MC4R ag barr,N-glyco inh,aDG glyco act,Exocytosis inh,SMILES
9,0,-2,102,-1,-1,-1.4,0,-0.1,-4,Cc1ccc(C(=O)c2ccccc2C(=O)Nc2ccccc2)cc1
-5,3,1,121,-4,3,-1.1,-2,0.1,1,COc1ccc(-c2ccc3c(c2)O/C(=C\c2ccsc2)C3=O)cn1
-1,4,-1,86,-11,0,2.4,-5,-0.1,-2,Cc1ccccc1Cn1nc(C)c(NC(=O)c2noc3c2CC(C(C)(C)C)CC3)c1C (configuration not stated)
11,0,-5,107,0,-31,0.1,1,0.5,-4,Cc1cc(NC(=O)CSc2nc(-c3cccnc3)ccc2C#N)no1
22,-3,-11,100,-2,-7,2.8,0,0.2,3,CCCc1nnc(NC(=O)Nc2ccc(OC)cc2)s1
5,-10,-2,96,2,-4,-0.8,0,0.1,1,Cc1ccc(SCC(=O)N2N=CCC2c2ccccc2)cc1 (configuration not stated)
2,-8,-15,95,-1,-2,-0.4,0,0.0,0,COc1ccccc1N1CCN(/N=C/c2ccccc2C(=O)O)CC1
-2,-8,3,96,16,16,-2.3,5,-0.6,-6,CCn1cc(C(=O)O)c(=O)c2cc(F)c(N3CCN(C(=S)NC(=O)c4cc(OC)cc(OC)c4)CC3)cc21
2,-3,0,94,/,-2,-1.1,-1,-0.1,-2,COc1cc2c(cc1OC)-c1nncn1C(C)(C)C2
2,-10,-1,102,-2,-10,-1.8,2,-0.2,1,NC(=O)NCCCC(NC(=O)c1ccc(C#CC2(O)CCCCC2)cc1)C(=O)O (configuration not stated)
0,-6,0,94,20,-5,-1.3,-2,-0.3,0,COc1ccc(NC(=O)Cn2nnc(C(=O)NCc3ccccc3)c2N)cc1Cl
3,-2,-5,96,-4,0,2.6,2,0.1,-8,Cn1ncc(C(=O)N=S(C)(=O)c2ccccc2)c1[N+](=O)[O-] (configuration not stated)
-4,2,-4,98,-10,2,-0.2,-1,0.0,-8,O=C(NCCc1ccccn1)c1nc(Cn2ccc([N+](=O)[O-])n2)no1
-8,-12,1,99,-4,-3,-3.1,4,-0.6,-1,Cn1cc(/C=N\NC(=O)c2cccs2)c2ccccc21
2,8,-3,103,-9,1,-1.6,1,-0.1,0,Nc1cc(N)nc(SCC(=O)NCC(=O)Nc2ccc(F)c(F)c2F)n1
9,0,23*,96,5,-18,-0.8,0,-0.1,95*,COc1ccccc1-n1c(SCC(=O)NCc2ccc3c(c2)OCO3)nc2cc([N+](=O)[O-])ccc21
7,-10,1,103,12,-3,-0.8,1,0.2,3,O=C(NC1CCCC1)C(c1ccc(Cl)cc1)N(Cc1ccc(F)cc1)C(=O)CCl (configuration not stated)
15,-6,-1,96,?,8,1.7,-1,-0.1,0,NC(=O)NC(=O)COC(=O)c1cccc(NS(=O)(=O)/C=C/c2ccccc2)c1
-1,-3,1,98,2,6,1.4,1,0.1,3,Cc1ccc(-n2nc3c(c2NC(=O)C(C)(C)C)CSC3)c(C)c1
-4,-1,-2,100,-5,-11,-1.0,1,0.0,4,Cn1cc(CNC(=O)/C=C/c2ccc(Cl)cc2)cn1
5,1,-2,98,-3,5,-1.3,1,0.0,0,CCOc1ccc(CNC(=O)Cn2ccc3cc(S(=O)(=O)N4CCCC4)ccc32)cc1
4,3,2,88,-8,-6,1.5,-2,0.2,4,C=C(C)CSc1nnc([C@@H](NC(=O)OC(C)(C)C)C(C)CC)o1 (some centres not stated)
4,-2,5,/,-5,4,-0.8,2,0.5,-3,COc1ccc(CCNC(=O)c2c(O)c3cccc4c3n(c2=O)CC4)cc1OC
9,-9,8,96,-5,-2,-0.7,-3,0.0,1,CCOc1ccccc1NC1c2ccccc2C(=O)N1Cc1ccco1 (configuration not stated)
3,-3,10,102,10,5,1.5,-1,-0.2,-2,Cc1cc(OCC(=O)NCCc2cccc(F)c2)c2c(C)cc(=O)oc2c1
-16,-11,-1,93,121*,-9,-1.2,2,0.0,-1,O=[N+]([O-])c1cc(-c2ccc(/C=N\n3cnnc3)o2)cc([N+](=O)[O-])c1
-2,-10,1,98,-16,-9,-1.1,-5,0.3,-4,COc1ccc(N2CCN(C(=O)COC(=O)[C@@H](NC(=O)OCc3ccccc3)C(C)C)CC2)cc1
4,-3,7,103,5,/,1.0,3,-0.1,-5,O=C(NCc1cccc(C(F)(F)F)c1)c1ccc2nc([C@H]3C[C@H](O)[C@@H](CO)O3)[nH]c2c1
7,-5,-1,97,-2,5,-0.6,3,0.0,1,CCN(CC)C(=O)CSc1nnc(-c2cccnc2)n1Cc1ccccc1
-10,5,-4,99,-1,-7,-4.2,0,0.2,-3,COc1c(OC(C)=O)ccc(/C=N\NC(=O)c2ccc(Br)cc2)c1[N+](=O)[O-]

The closing two records of the part before lead into the next:
MC4R antag cAMP,NOD2-RIPK2 inh,ABHD5 PLIN5 PPI,ABCB6 inh MLPCN,Vif imaging,TLR9-MyD88 block,MC4R ag barr,N-glyco inh,aDG glyco act,Exocytosis inh,SMILES
7,-5,-1,97,-2,5,-0.6,3,0.0,1,CCN(CC)C(=O)CSc1nnc(-c2cccnc2)n1Cc1ccccc1
-10,5,-4,99,-1,-7,-4.2,0,0.2,-3,COc1c(OC(C)=O)ccc(/C=N\NC(=O)c2ccc(Br)cc2)c1[N+](=O)[O-]
9,-10,7,94,-5,-1,-0.2,-3,0.0,9,Cc1ccc(-n2c(SCC(=O)N3CCC(C(=O)O)CC3)nc3ccccc3c2=O)cc1C
5,-1,11,102,-7,1,-1.6,-2,-0.2,-3,CCO[C@H]1OC(C(=O)O)=C[C@@H](c2ccccc2)[C@@H]1CCCO
4,2,-7,92,-22,0,-3.1,-2,0.4,-1,CCOC(=O)N1CCN(C(=O)C2CCCN(S(=O)(=O)c3ccc(OCC)cc3)C2)CC1 (configuration not stated)
5,2,9,95,-10,-2,-1.5,-1,0.8,-4,COc1ccccc1NC(=O)c1cc(S(=O)(=O)NC2CCCC2)ccc1F
-4,-1,20,99,3,2,1.6,2,-0.1,-5,COc1ccc(NC(=O)COC(=O)CCc2ccccc2)c(OC)c1
9,0,0,100,11,8,-0.8,2,0.1,2,CCN1CCN(C(=O)c2c(-c3c(Cl)cccc3Cl)noc2C)CC1
0,-1,1,96,0,-2,-1.9,-3,-0.3,3,Cc1ccccc1NC(=S)NCCO
-3,-14,-3,92,5,4,-4.2,2,-0.4,-4,O=C(NN1C(=O)C2C3C=CC(C3)C2C1=O)C(O)c1ccccc1 (configuration not stated)
0,-2,-5,104,23,4,-0.7,3,0.0,0,CCOC(=O)C1=C(N)Oc2cc(C)[nH]c(=O)c2C1c1ccncc1 (configuration not stated)
18,-5,5,98,-4,-15,2.2,6,0.2,5,O=C(CC(=O)c1ccccc1O)c1ccc(F)cc1
4,-2,1,104,-12,4,-3.0,2,0.3,0,CC(=O)c1ccc(N2CCN(C(=O)COc3ccc(F)cc3)CC2)c(F)c1
0,3,-8,100,-2,13,-2.9,0,0.4,4,CC(=O)NC(Cc1ccc(O)cc1)C(=O)NN (configuration not stated)
-1,-2,-3,98,19,-1,4.1,-2,-0.1,2,CN(C)c1ccc(/C=N/NC(=O)c2nnn(-c3nonc3N)c2CN2CCCCCC2)cc1
-4,4,-1,97,9,3,-1.6,1,-0.5,-3,O=C(NCc1cccs1)C1CCN(S(=O)(=O)c2ccc(Cl)cc2)CC1
23,1,7,103,-4,-19,0.0,0,0.1,-7,Cc1nc([N+](=O)[O-])cn1CC(=O)NCCCO
-29,26*,-40,137,21,19,-0.9,8,0.0,-4,CCCCn1c(=O)[nH]c2nc3cc(N)ccc3nc2c1=O
1,2,-3,97,2,-10,0.6,-1,0.2,2,Cc1cccc(NS(=O)(=O)c2ccc3c(c2)Cc2cc(S(=O)(=O)Nc4cccc(C)c4C)ccc2-3)c1C
15,-2,-2,90,-6,-3,2.7,-1,0.1,2,CC(C(=O)NC1=NCCS1)N1C(=O)C2CC=CCC2C1=O (configuration not stated)
9,-7,2,103,1,9,-0.6,0,-0.2,10,CCC(=O)Nc1nnc(CSCc2ccccc2)s1
-1,6,-4,88,19,-5,-1.6,2,-0.1,-7,O=c1c2c3c(sc2nc2n1CCC2)CCC3
8,10,-3,102,3,2,3.0,-1,-0.1,-3,Cc1cc(NC(=O)COC(=O)c2oc3c(Cl)cccc3c2C)no1
11,3,-10,98,-1,-14,3.1,-13,0.0,-3,CCc1ccc(NC(=O)[C@H](Cc2c[nH]c3ccccc23)NC(=O)[C@@H]2Cc3ccccc3CN2)cc1
-22,2,1,962,7,-1,-1.0,3,0.1,6,C[n+]1cc(C(=O)N2CCCCC2)ccc1/C=C/c1c[nH]c2ccccc12
-3,4,1,108,13,1,-2.0,5,-0.3,1,CCC(=O)Nc1sccc1C(=O)OC
14,2,-5,102,11,5,2.0,2,0.1,0,O=C1NC(c2ccc(Cl)cc2)Nc2ccccc21 (configuration not stated)
2,-3,7,93,-1,7,0.2,2,-0.1,-6,COc1ccc(N/N=C(/C#N)S(=O)(=O)c2nsc(C)c2C#N)cc1
-1,2,-3,100,-3,8,0.5,3,-0.2,-1,CCOC(=O)N1CCN(C(=O)CSc2nc(C)nc3c2c(=O)n(C)c(=O)n3C)CC1
8,14,-41,97,-10,5,6.1,-20,-0.5,-20,NC(N)=N/N=C/c1ccc(OCc2ccccc2)c(OCc2ccccc2)c1
12,-11,-5,101,3,-8,1.5,-2,-0.3,9,CCCCN(CC)C(=O)Cc1ccc(Br)cc1
0,7,-3,100,-4,-4,-1.5,-1,0.1,-2,CCCCN1CC(C)(C)[C@H](CC(=O)Nc2ccccc2)C1=O
3,-1,2,87,?,5,-2.5,2,-0.2,6,CSc1ccccc1C(=O)OCC(=O)Nc1cccnc1Cl
8,-3,3,96,-6,-12,-1.4,-1,0.4,-2,O=C(CN1CCN(S(=O)(=O)c2ccc(Br)s2)CC1)N1CCCCC1
5,0,-2,97,3,1,0.8,1,-0.5,-4,Cc1cc(C(=O)NNC(=O)c2cccc([N+](=O)[O-])c2)n[nH]1
1,-3,-9,103,-20,5,-1.9,0,-0.1,-3,Cn1c(N)c(C(=O)COC(=O)C2(c3ccccc3F)CCCC2)c(=O)n(C)c1=O
-6,1,-2,102,-10,-8,1.0,1,0.3,3,O=C(CSc1ccccc1C(=O)NCc1ccccc1)NC12CC3CC(CC(C3)C1)C2
7,-21,-4,104,8,-10,1.2,0,0.0,1,COc1ccc(C(=O)C[N+]2(C)CCOCC2)cc1
1,12,-10,100,-2,-3,0.7,-2,0.5,2,CCc1cc(C(=O)N2CCN(c3ncc(C(F)(F)F)cc3Cl)CC2)sc1C
8,5,-2,99,0,0,-1.1,1,0.0,-2,Cc1ccc2cccc(SCC(=O)N3CCOCC3)c2n1
4,-3,6,97,10,-3,-0.4,-6,0.0,27,NS(=O)(=O)c1ccc(CCNC(=O)c2ccc(C(=O)c3ccccc3)cc2)cc1

Screening results deposited in PubChem by several laboratories.
